SSB-PriA inh: blocks PriA binding to SSB C-terminal tail; AlphaScreen SSBct-PriA binding, biotinylated peptide; AID 1272365; inhibition, % at 33 µM; hit rate 0.6% among 430,000; in the data active = inhibition mostly above about 37%, no sharp cut-off; inactive = mostly below about 20%;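 also: plate controls were negative control peptide for no effect and reference peptide for full effect; strong numbers were not always called active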
TcdB GH inh: TcdB glycohydrolase inhibition; inhibition, % at 9.99 µM; hit rate 0.24% among 350,000; TcdB glycohydrolase enzymatic assay, plate reader; in the data active = inhibition above about 10%
BoNT-A LC inh2: blocks Botulinum neurotoxin A light chain protease | multiplex microsphere protease substrate cleavage, flow cytometry | inhibition, % at 10 µM | hit rate 0.17% among 360,000 | AID 588499; also: plate controls were buffer without enzyme for full effect and enzyme alone for no effect
CCHFV vOTU inh: blocks the CCHF virus ovarian tumor domain protease; CCHFV vOTU protease, Pep-AMC fluorescence; inhibition, % at 11.5 µM; hit rate 0.55% among 370,000; in the data active = inhibition above about 30%; also: 0% = vehicle wells with enzyme and 100% = no enzyme wells
PfHsp40 yeast: rescue of PfHsp40-mediated yeast toxicity. S. cerevisiae expressing PfHsp40, growth rescue, ATP luminescence. growth rescue, % at 12.5 µM. hit rate 0.68% among 340,000. AID 504582; in the data active = growth rescue above about 28%, passing the limit was not always enough; inconclusive = no clear call, values can overlap the other calls;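 also: yeast W303a lacking pdr1 and pdr3 grown in galactose medium; growth measured after three days at 30 °C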
Anthrax LF inh2: anthrax lethal factor protease inhibition; P15917; multiplex microsphere protease cleavage assay, LF; inhibition, % at 10 µM; hit rate 0.12% among 360,000; AID 588501; also: plate controls were buffer without enzyme for full effect and enzyme alone for no effect
Target sequence (P15917 whole entry, looked up): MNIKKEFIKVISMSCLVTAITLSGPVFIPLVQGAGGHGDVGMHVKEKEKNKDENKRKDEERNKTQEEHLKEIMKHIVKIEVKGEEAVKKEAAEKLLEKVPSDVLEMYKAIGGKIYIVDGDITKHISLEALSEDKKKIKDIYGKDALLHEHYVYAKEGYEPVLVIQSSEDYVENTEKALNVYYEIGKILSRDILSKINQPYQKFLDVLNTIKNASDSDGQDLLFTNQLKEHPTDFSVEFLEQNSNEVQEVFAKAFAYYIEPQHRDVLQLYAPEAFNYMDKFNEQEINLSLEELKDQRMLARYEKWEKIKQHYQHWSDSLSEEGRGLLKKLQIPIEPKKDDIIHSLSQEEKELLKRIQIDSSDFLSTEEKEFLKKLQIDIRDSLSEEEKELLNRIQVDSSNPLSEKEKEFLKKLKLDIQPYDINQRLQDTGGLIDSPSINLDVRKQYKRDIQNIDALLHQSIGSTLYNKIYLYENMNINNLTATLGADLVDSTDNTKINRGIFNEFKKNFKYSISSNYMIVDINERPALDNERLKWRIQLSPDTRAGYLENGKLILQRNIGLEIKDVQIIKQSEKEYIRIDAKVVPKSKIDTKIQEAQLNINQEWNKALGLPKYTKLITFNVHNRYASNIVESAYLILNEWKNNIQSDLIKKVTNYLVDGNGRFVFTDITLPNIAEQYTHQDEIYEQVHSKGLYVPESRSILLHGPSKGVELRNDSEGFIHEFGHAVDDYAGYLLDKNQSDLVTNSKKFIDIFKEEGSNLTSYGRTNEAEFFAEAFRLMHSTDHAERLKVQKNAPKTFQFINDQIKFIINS
SARS 3CLpro inh: SARS-CoV 3CLpro protease inhibition | P0C6X7 | recombinant SARS-CoV 3CLpro, quenched FRET peptide cleavage | inhibition, % at 6 µM | hit rate 0.14% among 290,000 | AID 1706; in the data active = inhibition above about 12%
VHR inh abs: inhibitors of human VHR1 phosphatase (DUSP3) | P51452 | recombinant VHR phosphatase, pNPP absorbance | inhibition, % at 13.3 µM | hit rate 0.52% among 290,000 | AID 1654; in the data active = inhibition above about 50%; also: some compounds called inactive have numbers as strong as hits
Target sequence (P51452 whole entry, looked up): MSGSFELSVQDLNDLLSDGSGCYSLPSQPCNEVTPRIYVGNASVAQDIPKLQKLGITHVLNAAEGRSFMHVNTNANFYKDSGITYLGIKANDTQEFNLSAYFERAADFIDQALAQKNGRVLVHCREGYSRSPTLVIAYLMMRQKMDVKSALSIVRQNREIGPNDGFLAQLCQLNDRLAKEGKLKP
BH1578 lux ind: quorum light induction in luxS cqsA deficient V. cholerae. V. cholerae BH1578 lux reporter, luminescence, 6 h. activation, % at 18.7 µM. hit rate 0.16% among 350,000; in the data active = activation mostly above about 9.7%, no sharp cut-off; inconclusive = no clear call, values can overlap the other calls; inactive = mostly below about 3.7%; also: not every result past the cut was called active; inactives centre near 0; reference of the scale not given here
Y pestis TopoI: blocks Yersinia pestis topoisomerase I activity | Y. pestis Topo-I cleavage product accumulation, plate reader | activity, % at 10 µM | hit rate 0.064% among 360,000 | AID 504884; in the data active = activity above about 50%, passing the limit was not always enough; inconclusive = no clear call, values can overlap the other calls; also: inactives centre near 2
* marks the source's active call; other numbers are inactive results; i = inactive; ? = inconclusive; . = not tested or not shown; & = joins results of further samples. Rule as the data show it, unless noted: active = inhibition above about 30%; inconclusive = no clear call, values can overlap the other calls; inactive = below that. A portion of the library (hit frequency here may not be typical).

Results follow in this order: TcdB GH inh	BoNT-A LC inh2	CCHFV vOTU inh	SARS 3CLpro inh	PfHsp40 yeast	SSB-PriA inh	VHR inh abs	BH1578 lux ind	Anthrax LF inh2	Y pestis TopoI
- COc1cc(NC(=O)c2cccc3c(-c4cnn(C)c4)coc23)cc(OC)c1OC
  -0.1	0.4	13	.	.	.	.	-0.4	-4	-2
- O=c1c2ccccc2nc(SCCN2CCCCC2)n1CCc1ccccc1
  -0.4	-0.3	0	3	0.0	-4	22	0.1	-4	34
- CCC1CCCCN1C(=O)CSc1nnc(CNC(=O)c2ccco2)o1 (stereo not drawn)
  .	-0.4	-1	2	1.3	-23	7	-0.5	4	-5
- CC1=NN(c2ccc(Cl)c(C(=O)O)c2)C(=O)/C1=C\c1ccc(-c2ccc(C(=O)O)cc2)o1
  -0.2	3.1	-21	8	-0.5	-4	6	i	-1	-11
- CC(NC(=O)COC(=O)c1ccc2c(c1)OCCO2)c1ccccc1 (stereo not drawn)
  2.4	-0.3	20	.	-3.3	3	.	i	0	7
- O=S(=O)(Cc1ccccc1)Nc1cccc(Br)c1
  3.2	-0.1	-5	-1	14	-8	-6	-0.6	2	12
- C=CC(=O)Nc1cccc(CN2C(=O)N(c3cc(OC)cc(OC)c3)Cc3cnc(NCCCCN(CC)CC)nc32)c1
  .	.	.	.	-0.3	18	.	0.3	.	-1
- C#CCNC(=O)c1ccc2sc([C@H]3C[C@H](O)[C@@H](CO)O3)nc2c1
  0.3	-0.3	-5	.	.	.	.	-0.6	-5	0
- CNc1cccnc1C=NNC(N)=S
  -0.7	-0.6	-28	.	1.0	.	.	i	0	0
- Cn1c(SCc2c(F)cccc2Cl)nc2c(c1=O)SCC2
  -2.0	-0.1	-9	4	-0.5	10	30	i	-5	4

Exported as labelled records: part of the list above
CC1=NN(c2ccc(Cl)c(C(=O)O)c2)C(=O)/C1=C\c1ccc(-c2ccc(C(=O)O)cc2)o1
  TcdB GH inh: -0.2	BoNT-A LC inh2: 3.1	CCHFV vOTU inh: -21	SARS 3CLpro inh: 8	PfHsp40 yeast: -0.5	SSB-PriA inh: -4	VHR inh abs: 6	BH1578 lux ind: i	Anthrax LF inh2: -1	Y pestis TopoI: -11
CC(NC(=O)COC(=O)c1ccc2c(c1)OCCO2)c1ccccc1 (stereo not drawn)
  TcdB GH inh: 2.4	BoNT-A LC inh2: -0.3	CCHFV vOTU inh: 20	SARS 3CLpro inh: .	PfHsp40 yeast: -3.3	SSB-PriA inh: 3	VHR inh abs: .	BH1578 lux ind: i	Anthrax LF inh2: 0	Y pestis TopoI: 7
O=S(=O)(Cc1ccccc1)Nc1cccc(Br)c1
  TcdB GH inh: 3.2	BoNT-A LC inh2: -0.1	CCHFV vOTU inh: -5	SARS 3CLpro inh: -1	PfHsp40 yeast: 14	SSB-PriA inh: -8	VHR inh abs: -6	BH1578 lux ind: -0.6	Anthrax LF inh2: 2	Y pestis TopoI: 12
C=CC(=O)Nc1cccc(CN2C(=O)N(c3cc(OC)cc(OC)c3)Cc3cnc(NCCCCN(CC)CC)nc32)c1
  TcdB GH inh: .	BoNT-A LC inh2: .	CCHFV vOTU inh: .	SARS 3CLpro inh: .	PfHsp40 yeast: -0.3	SSB-PriA inh: 18	VHR inh abs: .	BH1578 lux ind: 0.3	Anthrax LF inh2: .	Y pestis TopoI: -1

More compounds follow.
Results follow in this order: TcdB GH inh	BoNT-A LC inh2	CCHFV vOTU inh	SARS 3CLpro inh	PfHsp40 yeast	SSB-PriA inh	VHR inh abs	BH1578 lux ind	Anthrax LF inh2	Y pestis TopoI
- CC1(C)CC(=O)C2=C(C1)Nc1ccccc1NC2c1cccs1 (stereo not drawn)
  0.5	-0.1	2	1	0.2	7	22	i	0	0
- N#Cc1ccc(CSc2nnc(-c3ccccn3)n2-c2ccccc2)cc1
  .	-0.3	2	-1	0.6	-12	-4	-4.0	-3	12
- Cc1cccc(-c2nc(CCNC(=O)c3ccco3)cs2)c1
  1.3	0.2	2	.	.	.	.	-0.6	-4	7
- Clc1ccc(COn2nnc3ccccc32)c(Cl)c1
  -1.1	0.6	16	-2	0.1	-21	14	i	-1	-5
- CC1CC(C)(C)N2C(=O)C3(Nc4ccccc4S3)c3cccc1c32 (stereo not drawn)
  .	?	.	2	7.1	28	16	i	-3	2
- O=c1c(Oc2ccccc2F)coc2cc(OCc3cnn(-c4ccccc4)c3)ccc12
  0.2	0.0	-16	-2	1.8	-13	-5	i	0	1
- CCc1ccc(Nc2nnc(SCC(=O)Nc3ccc(C(=O)O)cc3)s2)cc1
  -2.5	-0.1	-1	3	-2.3	-9	14	i	-8	6
- C/C(O)=C\c1nc(=O)c2c(C)cc(C)nc2n1-c1ccccc1
  .	1.5	-11	-2	-0.2	.	-4	-5.0	8	1
- CC(C)(O)CNC(=O)Nc1ccc(Cl)c(Cl)c1
  0.6	0.5	-4	0	0.2	0	1	-0.9	4	-14
- O=C(NCCCNC(=O)c1ccc(Cl)cc1Cl)c1ccco1
  -0.2	3.3	-1	-2	-0.1	-6	6	-0.3	5	5
- C[C@H]1COC(=O)[C@@H](Cc2ccc(F)cc2)CC/C=C\C[C@H](CC(=O)NCCO)C(=O)N1
  0.3	-0.8	-13	.	-0.3	18	.	-1.4	-9	-7
- Cc1c(Cc2ccccc2)c(=O)oc2c(C)c(OCC(=O)N3CCC(C(=O)O)CC3)ccc12
  -0.7	-0.1	-49	0	-0.9	-7	1	-0.3	1	7
- CCOC(=O)CSCC(NC(=O)OC(C)(C)C)C(=O)OCC (stereo not drawn)
  .	-0.2	2	-2	-1.1	-18	28	-0.7	1	-9
- CC(=O)Nc1ccc(SCC(=O)Nc2ccccc2N2CCOCC2)cc1
  -0.1	-0.3	-22	.	1.1	-5	.	i	0	0
- Cc1ccc(C(=O)NCCN2C3=NC[C@@H](Cc4ccccc4)N3C[C@H]2Cc2ccc(O)cc2)cc1Br
  1.1	-0.9	7	3	3.9	30	0	-0.4	-7	15
- CCN(C(=O)Cc1c(C(=O)O)[nH]c2ccccc12)c1cc(OC)ccc1OC
  .	0.3	8	0	1.6	-16	13	3.0	-4	7
- CN(CCO)CC(O)Cn1cnc2c1c(=O)n(C)c(=O)n2C (stereo not drawn) (tested in a mixture with another compound)
  .	0.1	.	6	0.5	.	-22	i	1	-3
- CCN(CC)C(=O)COc1coc(CN2CCN(c3ccc(F)cc3)CC2)cc1=O
  1.7	0.2	-7	5	1.8	-2	-13	-0.5	-1	0
- COc1cccc(CCN2CCC(CNS(=O)(=O)c3cc(-c4cc(C)no4)ccc3C)CC2)c1
  4.8	-3.6	-2	-2	1.1	-6	-1	-2.6	-3	-6
- O=[N+]([O-])c1ccc(N2CCN(Cc3ccc(Br)o3)CC2)cc1
  0.4	1.4	4	-4	1.0	8	20	-1.3	-11	15
- O=C(Nc1cccc(O)c1)c1cnn2cccnc12
  0.8	2.1	-9	2	-0.5	-8	6	-0.2	-3	5
- Cc1cccc(C(=O)NCC(=O)NCC(c2ccco2)N2CCCCC2)c1 (stereo not drawn)
  2.1	-3.3	-10	.	-0.5	-7	.	-1.0	-7	-2
- COc1cc(/C=C(\C#N)C(=O)NCC2CCCO2)ccc1O (stereo not drawn)
  .	0.6	1	-4	-0.7	-3	-2	-0.7	-9	-2
- C[C@H](CO)N1C[C@H](C)[C@H](CN(C)C(=O)Nc2ccc(F)cc2)Oc2ccc(NC(=O)NC3CCCCC3)cc2CC1=O
  0.1&-0.2	0.0	1	.	-1.1	-6	.	i	-4	16
- c1nc(N2CCOCC2)c2c3c(sc2n1)CCCC3
  0.4	-0.4	-5	-2	-0.3	-19	5	0.1	-1	6
- COc1ccc(C2c3c(noc3C)CC(C)(O)C2C(C)=O)cc1 (stereo not drawn)
  -0.6	?	-19	1	-1.9	-5	-2	-0.8	-3	1
- CC1C(=O)N(Cc2cn(CCC3OCCO3)nn2)CCS(=O)(=O)N1Cc1ccc(-c2ccccc2)cc1 (stereo not drawn)
  3.5	0.2	2	.	.	.	.	i	-6	25
- O=C(NCCc1ccc(Cl)cc1)c1ccc2nccnc2c1
  1.0	-0.1	9	-3	0.3	-28	62	i	-4	-3
- COC(=O)Cn1c2ccccc2c2nc(=O)cc(C)n21
  7.2	-0.6	13	3	0.5	-8	-5	-0.8	-3	14
- COc1cccc(-c2nn3c(-c4cc(C)[nH]n4)nnc3s2)c1
  .	-2.3	-4	2	3.3	3	-1	i	-4	5
- COc1cccc(C2/C(=C(/O)c3ccc(F)cc3)C(=O)C(=O)N2CCN(C)C)c1 (stereo not drawn)
  .	-0.3	-10	5	-0.5	.	-1	-7.1	-9	2
- O=C1CC2(CCCC2)Oc2ccc(F)cc21
  -1.1	-0.1	-7	.	-1.8	-8	.	i	-1	1
- O=C(NCc1ccc(Cl)cc1)c1ccc(COCC(F)(F)F)o1
  .	-0.4	12	-2	2.9	-4	-17	i	0	-2
- CC(CNC(=O)Cn1ccc(NC(=O)OCc2ccccc2)nc1=O)c1ccccc1 (stereo not drawn)
  -3.7	0.0	6	.	-0.5	-8	.	i	4	15
- CC(C)CCC1(CCNC(C)c2cccs2)CCOC(C)(C)C1 (stereo not drawn)
  0.1	-0.8	10	2	0.9	1	23	1.7	-8	15
- COc1cccc(CNCCc2cccc(F)c2)c1OC
  0.4	1.2	18	-1	-0.6	-17	32	-0.9	3	12
- CCOc1cc(/C=C(/C#N)c2nc3ccccc3[nH]2)ccc1Oc1ccc([N+](=O)[O-])cn1
  0.2	1.2	6	-3	-0.6	4	-12	i	0	0
- CCN(CC(=O)NCc1ccc(Cl)cc1)C(=O)c1cc(S(=O)(=O)N2CCOCC2)ccc1C
  3.1	3.9	5	.	1.4	-2	.	0.9	2	9
- Cc1ccc(C(=O)Nc2ccc(S(=O)(=O)N3CCOCC3)cc2)cc1Br
  4.8	0.7	3	.	.	-7	.	-1.4	0	3
- CN(C)c1ccc(/C=C2\SC(N3CCCCC3)=NC2=O)cc1
  0.2	-1.5	-2	-5	-1.4	-8	19	0.0	-14	9
- COc1cc(CNC(C)(C)CO)ccc1OCC(=O)Nc1ccc(Br)cc1
  .	-0.5	-2	-7	0.7	-27	30	-0.5	-4	-3
- Cc1ccc(-c2noc(C3CCCN(C(=O)C4CCCCC4)C3)n2)o1 (stereo not drawn)
  .	-0.2	-5	-1	1.6	-1	-18	-0.4	-2	30
- CCN1C(=O)[C@H]2[C@@H](c3ccc(C(F)(F)F)cc3)N[C@]3(CCCN(Cc4ccc(C(F)(F)F)cc4)C3=O)[C@H]2C1=O
  6.4	-0.1	19	.	.	.	.	-0.5	-1	9
- CC(C)c1ccc(N=Cc2c(O)c3ccccc3oc2=O)cc1
  2.6	1.8	1	0	-1.2	-9	-4	i	-6	-1
